Bioassay records as filed in PubChem.
PP1 counter = PP1-alpha phosphatase inhibitors, primary screen, counter-screen for PP5 inhibitor project, biochemical, fluorescence, OMFP substrate, single point; Serine/threonine-protein phosphatase PP1-alpha catalytic subunit (Homo sapiens), P62136; purified PP1alpha; inhibition, % at 6.7 µM; hit rate 0.9% among 320,000; AID 2235, 2010;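 active = inhibition above the mean inhibition of all tested compounds plus 3 SD, computed separately for each screening campaign, cut at about 15% in these data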
Target sequence (P62136 whole entry, looked up): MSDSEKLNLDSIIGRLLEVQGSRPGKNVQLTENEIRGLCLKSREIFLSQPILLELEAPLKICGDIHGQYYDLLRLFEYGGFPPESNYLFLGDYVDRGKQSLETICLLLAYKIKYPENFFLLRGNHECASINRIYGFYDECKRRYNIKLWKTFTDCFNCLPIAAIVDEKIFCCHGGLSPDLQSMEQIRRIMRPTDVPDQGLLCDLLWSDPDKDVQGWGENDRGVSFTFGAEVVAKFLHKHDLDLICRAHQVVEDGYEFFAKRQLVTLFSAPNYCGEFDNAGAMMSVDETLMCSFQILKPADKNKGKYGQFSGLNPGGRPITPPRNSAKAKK
JMJD2C inh = inhibitors of GASC-1 histone demethylase, primary screen, biochemical, fluorescence, DELFIA europium; Lysine-specific demethylase 4C (Homo sapiens), Q9H3R0; GST-JMJD2C(1-420) H3K9me3 demethylation; inhibition, % at 2.35 µM; hit rate 0.069% among 330,000;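 active = more than half of a compound's replicate wells show inhibition beyond 50%, single wells judged on their own value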;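 also: signal counts dimethyl H3K9 product captured on neutravidin plate; 0% = median of DMSO wells and 100% = 0.3 times that DMSO median; strong numbers were not always called active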
TPT1 inhibitor = Candida albicans TPT1 enzyme inhibitors, primary screen, biochemical, fluorescence polarization; inhibition, % at 5 µM; recombinant caTPT1, FP RNA substrate dephosphorylation; hit rate 0.81% among 300,000; tRNA 2'-phosphotransferase TPT1 (Candida albicans SC5314); AID 1962, 2009;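 active = inhibition above the mean of all tested compounds plus 3 SD, set per screening campaign, cut at about 24% in these data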;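 also: plate controls were DMSO alone for no effect and ferristatin control at 100 nM for full effect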
PP5 primary = PP5 phosphatase inhibitors, primary screen, biochemical, fluorescence. purified PP5c, OMFP substrate fluorescence. AID 1987, 2009. inhibition, % at 6.7 µM. hit rate 0.18% among 320,000. Serine/threonine-protein phosphatase 5 (Homo sapiens), P53041;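 active = inhibition above the campaign's mean inhibition across all tested compounds plus 3 SD, cut at about 9.5% in these data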;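 also: 0% = DMSO only and 100% = 100 µM cantharidin control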
Target sequence (P53041 whole entry, looked up): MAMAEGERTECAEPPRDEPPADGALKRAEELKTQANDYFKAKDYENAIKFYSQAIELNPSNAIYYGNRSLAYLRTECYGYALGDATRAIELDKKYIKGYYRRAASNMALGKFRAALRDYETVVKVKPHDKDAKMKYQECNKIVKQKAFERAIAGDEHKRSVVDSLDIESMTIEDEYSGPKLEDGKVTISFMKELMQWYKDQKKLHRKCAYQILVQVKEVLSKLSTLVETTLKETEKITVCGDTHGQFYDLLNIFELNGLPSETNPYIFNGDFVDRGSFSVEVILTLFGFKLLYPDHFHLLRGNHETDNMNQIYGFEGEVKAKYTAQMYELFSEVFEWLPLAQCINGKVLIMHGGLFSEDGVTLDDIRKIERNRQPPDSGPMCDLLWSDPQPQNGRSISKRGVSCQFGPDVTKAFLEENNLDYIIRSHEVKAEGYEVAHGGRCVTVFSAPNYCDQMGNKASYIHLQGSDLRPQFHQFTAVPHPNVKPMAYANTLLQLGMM
CTSL1 counter = Fasciola hepatica cathepsin L1 inhibitors, primary screen, counter-screen for PFM18AAP inhibitor project, biochemical, QFRET, fluorogenic peptide substrate. recombinant F. hepatica cathepsin L1, Z-Leu-Arg-MCA fluorescence. AID 1906, 2009. hit rate 0.49% among 300,000. inhibition, % at 5.96 µM;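 active = inhibition above the mean of all tested compounds plus 3 SD, set per screening campaign, cut at about 17% in these data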;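 also: 0% = plate median of test compound wells and 100% = 1 µM Z-Phe-Ala-diazomethylketone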
Efflux pump mplx = inhibitors of Candida efflux pumps in yeast, primary screen, S. cerevisiae, Nile Red, multiplex; hit rate 0.44% among 330,000; S. cerevisiae Candida pump triplex; inhibition, % at 10 µM;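 active = plate passing quality check with inhibition over a set limit, or well fluorescence over plate mean plus 4 SD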;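 also: Nile Red retained in pooled yeast measured as flow cytometry median fluorescence; 0% = buffer negative control and 100% = Enniatin B positive control; higher means more Nile Red kept so more efflux inhibition; some compounds called inactive have numbers as strong as hits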
LYPLA2 counter = LYPLA2 inhibitors, primary screen, counter-screen for PME1 inhibitor project, biochemical, fluorescence polarization, FP-Rh probe ABPP; Acyl-protein thioesterase 2 (Homo sapiens), O95372; recombinant LYPLA2; inhibition, % at 5.9 µM; hit rate 0.38% among 320,000; AID 2177, 2009;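 active = inhibition above the screen-wide mean plus 3 SD, limit set per campaign, cut at about 26% in these data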;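 also: 0% = LYPLA2 with DMSO and 100% = wells lacking LYPLA2 enzyme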
Target sequence (O95372 whole entry, looked up): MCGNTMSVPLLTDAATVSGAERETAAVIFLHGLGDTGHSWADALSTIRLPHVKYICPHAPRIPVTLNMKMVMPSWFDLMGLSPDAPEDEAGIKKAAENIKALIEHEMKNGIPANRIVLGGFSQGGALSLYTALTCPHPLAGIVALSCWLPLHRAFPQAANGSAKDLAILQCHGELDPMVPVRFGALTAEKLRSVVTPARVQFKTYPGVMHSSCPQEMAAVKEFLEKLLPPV
PREPL inhibitor = PREPL enzyme inhibitors, primary screen, biochemical, fluorescence polarization. Prolyl endopeptidase-like (Homo sapiens), Q4J6C6. recombinant PREPL, fluorescence polarization activity-based probe. inhibition, % at 5.96 µM. hit rate 0.68% among 320,000; in the data active = inhibition above about 43%;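 also: 0% = enzyme with DMSO and 100% = wells lacking enzyme; many of its hits are not listed in these tables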
core dimer inh = inhibitors of HCV core protein dimerization, primary screen, biochemical, TR-FRET, high-throughput | TR-FRET GST/Flag-core106 dimerization, 1536-well | inhibition, % at 5 µM | hit rate 0.33% among 300,000;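 active = inhibition above the mean of all tested compounds plus 3 SD, set per screening campaign, cut at about 45% in these data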
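Assay system: GST-tagged and Flag-tagged HCV core protein residues 1-106 / Times: compound-protein-antibody incubation 4 h at 22.5 °C / Signal: time-resolved FRET, ex 340 nm, em 617 and 671 nm / Evaluation: % inhibition based on acceptor/donor emission ratio / Benchmarks: wells lacking GST-core106 and wells with excess unlabelled core106 / Repeats: singlicate, one well per compound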
* marks the source's active call; other numbers are inactive results; . = no result given.

SMILES	PP1 counter	JMJD2C inh	TPT1 inhibitor	PP5 primary	CTSL1 counter	Efflux pump mplx	LYPLA2 counter	PREPL inhibitor	core dimer inh
CC1(C)CC(NC(=O)C23CCC(C)(/C(=N/O)C2)C3(C)C)CC(C)(C)N1 (stereo not given)	-4	3	0	-0.3	-3	0.1	0	0	-1
O=C(NCCC1CCCCN1S(=O)(=O)c1ccc(Cl)cc1)C(=O)NCc1ccco1 (stereo not given)	-2	-46	-1	1.2	-1	-0.1	5	13	-6
C/C(=N\NC(=O)c1ccccc1OCc1ccc(F)cc1)c1ccccn1	4	19	.	0.5	.	0.0	4	-2	.
O=C(CN1CCCc2ccccc21)NCCc1ccc(F)cc1	-1	8	-1	-0.6	-1	0.1	8	2	5
Cn1cc(CN2CCC(C(=O)Nc3ccc(Oc4ccccc4F)cc3)CC2)cn1	-5	-10	-4	0.5	-1	0.0	3	-2	6
COCc1nnc(NC(=O)c2ccc(Cl)cc2[N+](=O)[O-])s1	-2	1	0	-2.2	1	-0.2	-5	9	5
Cc1ccc(/C=N/Nc2cc(C)nc(NCc3ccccc3)n2)cc1	7	-6	0	1.7	-1	-0.3	-5	-1	0
COc1ccc(OC)c(/C=c2\sc3nc(-c4cccs4)nn3c2=O)c1	2	3	22	0.7	-2	0.3	0	-5	4
COc1ccc(Nc2nc(N)nc(CSc3nccc(C)n3)n2)cc1	-2	12	3	2.6	0	0.0	3	12	-1
Cc1c([N+](=O)[O-])cc(S(=O)(=O)Nc2ccncc2)cc1[N+](=O)[O-]	1	-3	0	-1.4	1	0.1	3	3	2
CC(=O)c1cc2c(cc1NC(=O)CCn1cccc1)OCO2	0	4	-1	-0.1	3	0.0	8	3	5
COc1ccccc1C(=O)N/C(=C\c1cn(S(=O)(=O)N(C)C)c2ccccc12)C(=O)NCCN1CCOCC1	-1	1	-1	-0.3	0	0.0	0	3	-5
Fc1ccc(-c2csc(-c3ccc(C4SCCS4)cc3)n2)cc1F	0	-16	-6	-0.2	-3	-0.1	4	5	0
CCCC(=O)Nc1ccc2oc(-c3cccnc3)nc2c1	0	4	-3	4.3	-2	0.3	1	-2	3
Cc1ccc(-c2ccc(C(=O)O)[nH]2)cc1	-2	-1	3	0.8	1	-0.1	-7	-4	2
O=C(Nc1ccccc1C(F)(F)F)N1CCCC(O)C1 (stereo not given)	-1	16	2	-0.6	-1	-0.2	4	-6	-5
CSC1=C(C#N)C(C)CC(=O)N1 (stereo not given)	-1	9	-3	0.4	-2	-0.5	5	2	-18
CCOc1ccc2nc(SCC#N)c(C#N)cc2c1	12	149	6	3.3	-2	0.3	-1	22	-5
O=C(CSc1nc2ccccc2nc1N1CCCC1)Nc1ccc(Cl)cc1	2	4	-1	0.8	2	0.0	-19	4	4
Cc1ccc(C(=O)Nc2nc3ccccc3[nH]2)cc1	-3	-2	0	0.5	-2	-0.2	-5	6	13
COc1ccc(CNC(=O)C(NS(=O)(=O)c2ccc3c(c2)CCCN3C(C)=O)C(C)C)cc1 (stereo not given)	-7	.	1	3.9	-1	0.1	2	-2	-10
Cc1ccc(N(C(=O)c2csnn2)C(C(=O)NC(C)(C)C)c2cccs2)cc1 (stereo not given)	-1	-7	0	1.8	0	-0.1	-5	17	-1
C=CCn1c(=N)c(C#N)cc2c(=O)n3ccccc3nc21	-2	67	-3	-1.8	1	0.0	-4	5	1
CC(C)CNC(=O)C1CC(=O)OC12CCCCC2 (stereo not given)	-4	-8	4	0.7	6	0.1	7	5	2
CCOc1ccccc1NC(=O)CCCNC(=O)Cn1cnc2sc(C)c(C)c2c1=O	-1	-7	2	0.6	0	-0.1	9	0	5
CC(C)CN(C(=O)c1cc([N+](=O)[O-])cc([N+](=O)[O-])c1)C1CCS(=O)(=O)C1 (stereo not given)	-1	19	0	-2.0	-3	0.1	5	7	-1
COc1ccc(S(=O)(=O)N2CCOCC2)cc1NC(=O)Cc1cccs1	-5	0	.	-2.0	.	0.0	-1	0	.
CCc1cc(=O)oc2c3c(cc(OCC(=O)NCCCn4ccnc4)c12)OC(C)(C)CC3	1	-14	-5	5.0	2	0.1	9	14	-4
COc1ccc(OC)c(N(CC(=O)NCCc2ccc(OC)c(OC)c2)S(=O)(=O)c2ccccc2)c1	8	26	-1	1.8	6	-0.1	0	7	11
O=CN1CCN(C(=O)c2cccc([N+](=O)[O-])c2)CC1	2	13	-1	-1.5	1	0.0	-2	-3	10
COc1ccc(-c2nc3c(s2)CCc2onc(-c4ccc(Br)cc4)c2-3)cc1	-1	-4	1	0.0	-1	0.0	-2	9	-11
CCCCCCCc1nc2sc3c(c2c(=O)n1N)CC(C)(C)OC3	-1	3	0	0.6	-4	0.0	1	-8	-1
NC(=O)N/N=C/c1c(F)cccc1F	-9	8	-2	1.1	3	-0.1	-1	2	-14
O=S(=O)(NCc1csc(-c2cccs2)n1)c1cccc(C(F)(F)F)c1	-2	-9	0	0.8	1	-0.1	-3	-12	-3
O=S(=O)(c1ccccc1)[C@@]1(c2ccccc2)C[C@@H]2ON=C(c3cccc(Br)c3)[C@@H]2C1	-2	-22	-2	-0.8	-3	0.0	0	5	10
Cc1cc(C)c(S(=O)(=O)Nc2ccnc(-c3cccnc3)n2)c(C)c1	0	5	-1	-0.4	-2	-0.1	-6	-1	4
CCOC(=O)N1CCN(c2nc(C)c3c(n2)CCCC3=O)CC1	-6	-1	2	2.2	4	0.0	4	13	4
CCCC1(c2ccccc2)NC(=O)N(CCN2C(=O)c3ccccc3C2=O)C1=O (stereo not given)	-7	-6	-6	0.2	-4	-0.1	12	-8	3
O=C1C(Cc2cccc([N+](=O)[O-])c2)S/C(=N/N=C/c2ccco2)N1c1ccccc1 (stereo not given)	7	9	0	-4.8	9	0.8	-6	10	24
CCc1ccc(CN2CCN(C(=O)c3ccco3)CC2)cc1	0	5	-2	1.2	0	0.3	4	1	4
Cc1ccccc1C(=O)Nc1cc(C(F)(F)F)ccc1-n1cncn1	-8	3	.	-0.4	.	0.0	0	7	.
O=[N+]([O-])c1cc(S(=O)(=O)Nc2ccccc2)ccc1N1CCN(c2ccccc2)CC1	6	1	-2	5.4	1	-0.3	-11	-2	22
CCN(CC)C(CNS(=O)(=O)c1ccc(Cl)cc1)c1ccccc1 (stereo not given)	-2	40	2	0.3	-3	0.1	-1	-25	-1
C=CCOC(=O)C1=C(C)NC(C)=C(C(=O)OCC=C)C1/C=C/c1ccccc1	0	-2	0	3.8	2	0.3	2	2	-11
O=C(COC(=O)C(c1ccccc1)c1ccccc1)NCc1ccco1	-1	-14	1	0.5	2	0.1	10	0	-1
CCS(=O)(=O)C1=NN2C(=N)/C(=C\c3ccc(OC(=O)c4ccco4)c(OC)c3)C(=O)N=C2S1	-8	-2	7	-1.0	0	-0.1	0	51*	4
CCOc1cccc(CNc2ccc(O)cc2)c1OCc1ccc(Cl)cc1Cl	6	12	-1	5.8	3	0.3	11	15	7
O=C(NC[C@@H]1CCCO1)c1cccc2c1C(=O)c1ccc(Cl)cc1S2(=O)=O	-2	13	.	-0.4	.	-0.1	-6	14	.
O=C(CNC(=O)c1nc[nH]c1C(=O)N1CCN(c2ccccc2)CC1)OCc1ccccc1	-4	1	-2	1.2	-2	-0.1	-2	2	-11
CCOCCc1nnc(NC(=O)c2cccs2)s1	3	-14	0	0.2	0	-0.1	1	-4	-3
C#CCOCCOCCOCCNc1nc(N2CCN(C(=O)[C@H](Cc3cc4ccccc4[nH]3)n3cc(C(N)CC(C)C)nn3)CC2)nc(N2CCN(C(=O)[C@H](CCC(=O)O)n3cc(C(N)[C@H](C)CC)nn3)CC2)n1 (stereo not given in full)	0	8	0	0.3	2	-0.1	10	22	-15
CC(C)(C)Cc1nnc(NS(C)(=O)=O)s1	2	9	2	0.7	4	-0.1	2	4	-5
COc1ccc(C2=NN(C(=O)CSC3=NN4CCCC(=O)N=C4S3)C(c3cccc(OC)c3OC)C2)cc1 (stereo not given)	-1	12	-2	2.5	1	0.2	-1	13	4
CC1CC(C)CN(C(=O)COC(=O)c2ccc3ncsc3c2)C1 (stereo not given)	1	7	.	2.7	.	0.0	4	1	.
CCOC(=O)[C@H]1[C@H]2COc3ccc(C)cc3[C@@H]2N2C(=O)c3ccccc3NC(=O)[C@@]12C	-3	8	-3	3.4	-2	0.2	0	-2	-6
CCCc1c(C(=O)Nc2ccc(F)cc2)cnn1-c1ccccc1	-1	27	-4	3.0	7	0.2	-4	-2	-1
CN1C(=O)/C(=C/C=C2/CCCN2C)N(C)C1=S	-3	-4	41*	1.8	8	0.0	-2	-3	-52
Cc1c(-c2ccccc2)nc(N)c(C#N)c1-c1cccnc1	-4	-12	-4	2.1	-4	-0.1	7	-3	0
COc1ccc(N2C(=O)CSC23C(=O)N2c4c(cccc43)C(C)=CC2(C)C)cc1 (stereo not given)	-2	-3	4	1.1	5	0.0	1	5	2
CCCN(CCC)C(=O)c1cc2c(=O)n3cccc(C)c3nc2s1	0	18	0	3.5	2	-0.1	-4	-6	7

The results go on.
SMILES	PP1 counter	JMJD2C inh	TPT1 inhibitor	PP5 primary	CTSL1 counter	Efflux pump mplx	LYPLA2 counter	PREPL inhibitor	core dimer inh
CSCC[C@H](NS(=O)(=O)c1ccc(C(C)=O)cc1)c1nnc2ccccn12	-9	45	-1	-3.5	-2	0.1	4	5	1
Fc1cc2[nH]cnc2cc1Cl	-8	9	-3	0.7	0	-0.1	-1	5	0
CN1C(C(=O)c2ccccc2)=C(N)c2ccccc2S1(=O)=O	-5	-3	-1	0.2	1	-0.1	5	2	6
Cc1ccc2nc3c(c(C(=O)OCC(=O)N(C)C4CCS(=O)(=O)C4)c2c1)CCCC3 (stereo not given)	-4	-2	-3	-3.4	5	-0.2	0	-4	-1
C/C=C/c1ccc(OCCOc2ccc(C=O)cc2OC)c(OC)c1	2	-4	0	3.7	-1	0.4	-1	-5	2
COc1ccc(-c2nonc2NC(=O)c2oc3ccc(F)cc3c2C)cc1OC	0	-4	-1	3.1	1	-0.1	7	6	-5
Cc1c(C(=O)OCC(C)C)[nH]c2c1C(=O)CC(c1cccs1)C2 (stereo not given)	1	-7	2	0.8	0	-0.1	1	-1	6
CCCNc1nc2c(c(=O)[nH]c(=O)n2C)n1Cc1ccc(F)cc1	-1	-2	3	1.8	5	0.0	-1	12	-4
Cn1c(SCC(=O)NCc2cccs2)nnc1-c1ccco1	12	-5	2	4.0	-3	-0.1	2	11	0
COc1nc(/C(N)=N/O)nc(N2CCCCC2)n1	-1	1	-1	1.2	1	0.0	3	11	1

The list is partial. The share of hits here may be higher or lower than overall.
